# KB-3-1 tox – qHTS assay for MDR1-selective chemotherapeutics: Primary screen using the parental adenocarcinoma cell KB-3-1. Potency, µM (titrated, usually from 46.1 µM), for the others: at the highest dose activity change, negative = cytotoxic, usual class: cytotoxic. KB-3-1 viability, CellTiter-Glo ATP luminescence, 72 h. actives 1.4% (n = 400,000); also: nearly all actives have a fitted effect of over 60% in size
#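 KB-3-1 cells, DMEM (no phenol red) + 10% FBS; compound by pin transfer, 72 h, 37 °C. Readout: CellTiter-Glo luminescence after 10 min. Data normalized, curve-fitted.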
# KB-V1 cytotox – qHTS assay for MDR1-selective chemotherapeutics: Primary screen using the drug-selected MDR subline cells KB-V1; Potency, µM (top dose mostly 46.1 µM), for inactives: top-dose activity change, negative = cytotoxicity, most hits filed as cytotoxic; KB-V1 MDR cells viability, CellTiter-Glo, 72 h; actives 3.4% (n = 400,000); also: nearly all actives have a fitted effect of over 60% in size
#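 Following 72 h at 37 degrees C with compound, KB-V1 cell viability was read by CellTiter-Glo luminescence, medium being phenol-red-free DMEM plus 10% FBS; concentration-response parameters came from normalized, curve-fitted qHTS data.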
# Active calls of the source: *; u = inconclusive; & = joins results of further samples. Calls follow the shape of the dose curve; as a rule, active = well fitted cell-killing curve with a large enough effect; inconclusive = small, poorly fitted or top-dose-only effect, or effect the other way; inactive = flat fitted curve, though single readings scatter. % is scaled to controls: 0 for no effect and ±100 for the full control effect; potency is read from the fitted curve at half-maximal effect. An excerpt. The share of hits here may be higher or lower than overall.
SMILES,KB-3-1 tox,KB-V1 cytotox
O=C(CCc1ccccc1)NCc1ccc2c(c1)CCN2C(=O)c1ccc(Cl)cc1,-4.5%,5.7%
COc1ccc(OC)c(NC(=O)c2nc(SCc3ccccc3F)ncc2Cl)c1,7.1%,1.6%
C(=Nc1ccc(/C=C/c2ccnc3ccccc23)cc1)c1cccs1,u,7.4%
CN(C(=O)CSc1nncn2c1cc1occc12)c1ccccc1,-11.8%,4.1%
COc1ccccc1CNC(=O)CCC1N=C2c3ccccc3N=C(SCC(=O)Nc3ccc(F)cc3)N2C1=O (stereo unspecified),0.8%,-6.8%
O=C1CCc2cc([S+](=O)([O-])NC3CCOCC3)ccc2N1,0.0%,-6.1%
O=C(CNC(=O)c1ccccc1)NCC(=O)OCC(=O)c1cccc2ccccc12,u,38.3%
COc1ccc(/C=C/c2cnc3ccccc3n2)cc1OC,0.0%,3.8%
Cc1ccc2nc(COc3ccccc3NC(=O)c3ccccc3F)cc(=O)n2c1,7.0%,-8.4%
O=c1[nH]c2c(-c3nc(-c4ccc(F)cc4)cs3)c(O)cn2c2ccc(Br)cc12,-34.1%,-11.6%
Cc1ccc(NC(=O)COc2ccccc2C(=O)Nc2ccccc2)cc1,9.2%,12.7%
Cc1ccc(CCNC(=O)C2CCN(c3nnc(C)c4c(C)n(-c5ccccc5)nc34)CC2)cc1,-1.6%,5.3%
CCC(=O)Nc1ccccc1-c1nc2ccccc2n(CC(=O)Nc2ccc(C)c(C)c2)c1=O,-3.4%,5.3%
COc1ccc(CNc2nc(N)nc3nc[nH]c23)cc1,27.6%&0.0%,7.3%&22.4%
CCOc1ccc(NC(=O)Nc2nnc(N3CCCCC3C)s2)cc1 (stereo unspecified),0.5%,-4.0%
C=C1NN(C)C(=O)N1c1ccc(OC)cc1,27.2%,14.2%
O=C(C1CCCCC1)N(Cc1cccnc1)c1nc2c(F)cc(F)cc2s1,0.3%,-18.4%
Cc1ccc(NC(=O)C(CC(C)C)N2Cc3ccccc3C2=O)cc1F (stereo unspecified),13.9%,12.8%
Cc1ccc(-c2csc3ncnc(Sc4nnnn4-c4ccccc4)c23)cc1,u,u
Nc1nc(NCc2ccccc2Cl)c2[nH]cnc2n1,0.0%,10.7%
Cc1nc2c3ccccc3nc(NNC(=O)CCC(=O)N3CCN(c4cccc(Cl)c4)CC3)n2n1,-11.1%,9.0%
CCSc1ncc(Cl)c(C(=O)Nc2sc3c(c2C(=O)NCCOC)CCCC3)n1,46.7%,15.7%
CCN(CC)c1ccc(NC(=O)CN2C(=O)c3cccnc3Oc3ccc(Cl)cc32)c(C)c1,-8.1%,-4.1%
Cc1ccc(C)c(S(=O)(=O)c2nnn3c2nc(NC2CCCC2)c2sccc23)c1,-16.0%,u
CCc1ccc(CNC(=O)C2CCN(C(=O)c3ccc(-n4ccc5ccccc54)s3)CC2)cc1,-5.9%,-6.7%
C#CCSc1nc2ccccc2c(=O)n1CC=C,u,u
CC(=O)N(Cc1cccnc1)c1nc2c(F)cc(F)cc2s1,3.0%,-0.1%
Cc1ccc(Cl)cc1NC(=O)C1CCN(c2nnc(C)c3c(C)n(-c4ccccc4)nc23)CC1,-0.4%,4.8%
O=C(CCC(=O)N1CC2CCCN2c2ccccc21)NCc1ccccc1 (stereo unspecified),-8.3%,20.2%
COc1cc2c(NC3CCN(C)CC3)nc(N3CCCCC3)nc2cc1OCCOCCN(C)C,-3.2%,0.0%
Cc1[nH]c2ccccc2c1C(=O)C(=O)N(C)c1ccccc1,0.0%,10.4%
Cc1ccc(NC(=O)Nc2nnc(N(C)Cc3ccccc3)s2)c(C)c1,-26.6%,-7.9%
Cc1ccc(N(C)C(=O)c2cnc(N3CCOCC3)c3ccccc23)cc1C,5.2%,13.4%
Cc1ccc2nc(N3CCC(C(=O)N4CCN(c5cccc(Cl)c5)CC4)CC3)[nH]c2c1,u,u
COc1cc(OC)c(OC)cc1/C=C/c1nc2ccccc2c(=O)n1-c1ccc(Br)c(C)c1,-8.7%,-13.9%
C[n+]1ccc(/C=C/c2ccc([N+](C)(C)C)cc2)c2ccccc21,u,u
Cc1ccc(Cl)cc1NS(=O)(=O)c1cc2c(cc1F)NC(=O)CC2,12.2%,5.8%
Cc1cccc(NC(=O)C(=O)NCC(c2cccnc2)N2CCc3ccccc32)c1C (stereo unspecified),-4.6%,10.0%
CC(OC(=O)c1ccccc1OCCOc1ccccc1)C(=O)Nc1ccc(Br)cc1 (stereo unspecified),3.8%,41.6%
CCCCn1cc(S(=O)(=O)c2ccc(C)c(C)c2)c(=O)c2cc(F)c(N3CCN(C)CC3)cc21,0.9%,15.0%
CCCn1cc(S(=O)(=O)c2ccc(C)c(C)c2)c(=O)c2cc(F)c(N3CCCCC3)cc21,2.1%,-3.1%
CCCC(C(=O)NCc1cccc(Cl)c1)N1Cc2ccccc2C1=O (stereo unspecified),14.1%,-30.0%
COc1cc(N(C)C)ccc1/C=C1\C=Cc2ccccc21,-14.4%,-10.1%
C(=C\c1ccnc2ccccc12)/c1cccnc1,4.3%,1.8%
CC1(C)CC(=O)c2cc(C(=O)Nc3ccccc3)c(=O)[nH]c2C1,-4.1%,-6.7%
c1ncc2snnc2n1,-8.1%,-6.8%
CCOC(=O)N1CCN(C(=O)CN2C(=O)/C(=C\c3cccc(OC)c3)SC2=S)CC1,2.5%,0.0%
O=C(NC(c1ccco1)c1cc(Cl)c2cccnc2c1O)c1ccc(F)c(F)c1 (stereo unspecified),u,u
Clc1ccc(/C=C/c2ccnc3ccccc23)c(Cl)c1,u,6.6%
COc1ccc2c(CNC3CCCCCC3)c(C(=O)O)n(Cc3ccccc3F)c2c1,-11.0%,12.8%
COc1ccccc1/C=C/c1nc2ccccc2[nH]1,-21.8%,-57.3%
COC(=O)c1ccc(Cl)cc1NC(=O)N1CC=C(c2c[nH]c3ccccc23)CC1,-6.1%,2.7%
COc1ccc(OC)c(Nc2sc(C(=O)c3ccccc3)c(N)c2S(=O)(=O)c2ccccc2)c1,9.6%,-6.0%
CCOc1cc(CNC(=O)CSc2n[nH]c(-c3ccccc3)n2)cc(OCC)c1OCC,-10.9%,0.1%
CCc1ccc(S(=O)(=O)c2cn(C)c3cc(N4CCCCC4C)c(F)cc3c2=O)cc1 (stereo unspecified),3.0%,5.8%
CC(=O)c1cc(-c2ccccc2)n(CCC(=O)Nc2nc3c(C)cccc3s2)c1C,1.0%,3.2%
CCOC(=O)C1CCN(c2ncc(-c3ccc4c(c3)OCCCO4)s2)CC1,u,u
COc1ccc(NC(=O)c2cc3c(=O)n(C)c4cc(Cl)ccc4c3s2)cc1Cl,3.0%,10.3%
CCn1c(C)c(C)c2cc(C(=O)NCCc3cc(OC)c(OC)c(OC)c3)ccc21,0.0%,-3.1%
O=C1CCSC2(C(=O)N(Cc3ccc(F)cc3)c3ccccc32)N1c1ccccc1 (stereo unspecified),0.5%,-19.8%
# Following part.
SMILES,KB-3-1 tox,KB-V1 cytotox
COCCNC(=O)c1sc2nc3n(c(=O)c2c1C)CCC3,12.6%,20.0%
O=C(COCc1cc(-c2cccs2)on1)NCc1ccc(F)cc1,5.4%,16.0%
COc1ccccc1NC(=O)c1sc2nc(-c3cc4ccccc4oc3=O)[nH]c(=O)c2c1C,14.6%,10.2%
Cc1ccccc1Cn1c(C(=O)O)c(CNCc2cccc(F)c2)c2ccccc21,17.2%,u
Cc1cccc(C(=O)N(Cc2ccccc2F)C2CCS(=O)(=O)C2)c1 (stereo unspecified),u,u
Oc1ccc(Cl)cc1C1C=C(c2ccc3c(c2)OCO3)NC(c2ccc(Br)cc2)N1 (stereo unspecified),-3.2%,-17.9%
CCOc1ccccc1CNS(=O)(=O)c1cc(-c2onc(C)c2C)ccc1OC,9.0%,5.9%
O=C(CSc1n[nH]c(-c2ccccc2Cl)n1)N1CCN(c2ccc(F)cc2)CC1,-5.4%,-7.2%
CC1CCCN(c2nc3c(S(=O)(=O)c4ccc(C(C)C)cc4)nnn3c3ccsc23)C1 (stereo unspecified),-3.0%,3.7%
COc1ccc(C(=O)C[n+]2cccc3cc(Cl)ccc32)cc1,u,10.7%
O=S(=O)(c1ccc(Cl)cc1)c1nnn2c1nc(NCc1ccccc1)c1sccc12,3.7%,-1.5%
COc1ccc(NC(=O)c2c(-c3ccc(C)cc3)nnc3ccccc23)cc1Cl,-1.4%,7.5%
CCc1ccccc1N(C)C,14.3%,3.8%
Cc1nc2sccn2c(=O)c1S(=O)(=O)Nc1cc(Cl)ccc1O,-10.7%,-11.0%
CCOc1cc(C2c3c(-c4ccccc4O)n[nH]c3C(=O)N2CCc2ccccc2)ccc1O (stereo unspecified),-6.6%,2.6%
COc1ccc(Cl)cc1C(=O)NCC(c1ccc(N(C)C)cc1)N1CCCC1 (stereo unspecified),u,u
Cc1nn(CC(=O)N2CCN(c3cccc(C(F)(F)F)c3)CC2)c(=O)c2cc3sccc3n12,4.0%,7.5%
COC(=O)c1ccc(NC(=O)COc2ccccc2C(=O)Nc2ccccc2)cc1,-4.7%,-6.8%
COc1ccc(-c2noc(CC(=O)Nc3cc(OC)ccc3OC)n2)cc1,-17.9%,0.4%
COc1ccc(NC(=O)Nc2cccc(OCc3cc(=O)n4cccc(C)c4n3)c2)c(OC)c1,13.1%,5.3%
O=C(CC1N=C2c3ccccc3N=C(SCc3ccccc3Cl)N2C1=O)NC1CCCCC1 (stereo unspecified),-0.9%,u
O=S(=O)(NCCc1nnc2ccc(SCc3ccc(C(F)(F)F)cc3)nn12)c1ccccc1,-18.1%,-23.6%
CN(C)c1ccc(CNC(=O)C2CCN(C(=O)c3ccc(-n4ccc5ccccc54)s3)CC2)cc1,8.9%,-7.7%
Cc1c(Cl)cccc1NC(=O)N1CCOc2ccccc21,8.1%,u
CCOc1ccccc1CNC(=O)C1CCN(C(=O)N2CCOc3ccc(Cl)cc32)CC1,-6.2%,-6.6%
CCOC(=O)c1c(NC(=O)CS(=O)(=O)c2ccc(C)cc2)sc2c1CCC(C)C2 (stereo unspecified),-6.7%,-7.9%
COc1ccc(CNC(=O)c2cccn2-c2nnc(N3CCCCC3)s2)c(OC)c1,3.6%,0.2%
COCCNC(=O)Cn1nc(C)c2c(C)n(-c3ccc(C)cc3)nc2c1=O,2.4%,4.6%
Cc1nn(CC(=O)NCC(C)c2ccccc2)c(=O)c2cc3ccccc3n12 (stereo unspecified),18.5%,13.0%
CCc1nnc(NC(=O)C2CCCN(C(=O)c3ccoc3)C2)s1 (stereo unspecified),12.8%,0.0%
C=C1C=C(C)n2ncc(C(=O)Nc3cccc4cnccc34)c2N1,u,21.5%
Cc1cc2ccccc2n1-c1ccc(C(=O)N2CCC(C(=O)NCc3ccccc3Cl)CC2)s1,0.0%,-11.6%
CN(C)c1ccc(/C=C/c2ccnc3c(-c4ccccc4)cccc23)cc1,-12.6%,u
CCc1ccc(C(=O)COC(=O)C(Cc2c[nH]c3ccccc23)NC(=O)c2ccc(CC)cc2)cc1 (stereo unspecified),-2.5%,-4.1%
COc1cc(OC)c(OC)cc1/C=C/c1nccc2ccccc12,u,u
Cn1cc(S(=O)(=O)c2ccccc2)c(=O)c2cc(F)c(N3CCN(c4ccccc4)CC3)cc21,-9.9%,20.5%
COc1ccc(OC)c(/C=C2\Cc3ccccc3C2=O)c1,0.0%,-11.0%
O=C(Nc1ncc(Cc2ccccc2)s1)C1CCN(C(=O)c2ccco2)CC1,-1.7%,2.2%
Cc1ccccc1CCNC(=O)c1ccc2c(c1)nc1n2CCCCC1,-12.9%,-13.7%
CCc1nn(CC(=O)NCc2ccccc2Cl)c(=O)c2cc3ccccc3n12,0.7%,-4.0%
CN(C)c1cccc(-c2cc(N3CCC(C(N)=O)CC3)ncn2)c1,u,3.8%
COc1cccc(CNC(=O)c2ccc3nc(-c4ccccc4)c(-c4ccccc4)nc3c2)c1OC,u,20.5%
Brc1cccc[n+]1C/C=C/C[n+]1ccccc1Br,17.3%,0.0%
COc1ccccc1CNC(=O)c1cc2cccc3c2n1CC(C)S3 (stereo unspecified),u,13.0%
O=C(Cn1cc(S(=O)(=O)Cc2ccccc2F)c2ccccc21)NCc1ccccc1Cl,0.0%,-6.6%
O=C(Nc1ccc2c(c1)OCCO2)Nc1nnc(-c2ccncc2)s1,0.0%,-8.6%

# Screening data as filed in PubChem BioAssay.
